High-throughput results (PubChem)
Shn3 inh set2 = Schnurri-3 reporter inhibition in Clone20 osteoblasts; Clone20 osteoblast Shn3 3'UTR firefly luciferase, 24 h; inhibition, % at 12.5 µM; actives 0.52% (n = 360,000); AID 588674;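 active = mean inhibition of at least 75% with every replicate also reaching 75%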;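 note: 0% = median of neutral control wells and 100% = pilot-screen positive control compound; some compounds past the cut are filed as inactive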
TROY signal inh = inhibitors of TROY-dependent NF-kB signaling. inhibition, % at 10 µM. Q293 LMP1-TROYcd NF-kB luciferase reporter, 4 h. actives 0.98% (n = 360,000). AID 1347056;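 active = compounds whose plate-normalised and pattern-corrected inhibition of the luciferase reporter signal at the single screening dose is 50% or more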
CF NFkB block = blocks PAF-induced NF-kB reporter in cystic fibrosis cells | actives 0.86% (n = 360,000) | AID 588850 | KKLEB NF-kB-GFP reporter, GFP fluorescence overnight | inhibition, % at 5 µM;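 active = at least 50% inhibition at 5 µM, scaled per plate between neutral and stimulator controls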;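 note: PAF is a Pseudomonas aeruginosa culture filtrate used as stimulus; plate controls were PAF-stimulated DMSO wells for no effect and unstimulated DMSO wells for full effect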
NR2F2 inh = blocks human COUP-TFII nuclear receptor; P24468; HEK293T NGFI-A luciferase reporter, luminescence; inhibition, % at 8.6 µM; actives 0.7% (n = 370,000); AID 686940;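 active = inhibition above a per-plate cutoff, mean inhibition of test wells between control levels plus 3 SD, cut at about 38% in these data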;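 note: cells cotransfected with COUP-TFII expression vector driving the NGFI-A reporter; 0% = median of COUP-TF2 test wells and 100% = reporter-only cells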
NCOA1 inh = inhibits human SRC1 coactivator | Q15788 | HEK293 GAL4-SRC1 luciferase reporter, luminescence | inhibition, % at 3.6 µM | actives 0.12% (n = 360,000);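 active = inhibition above the campaign mean plus 3 SD, with each screening campaign given its own cutoff, cut at about 60% in these data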;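 note: 0% = DMSO treated cells and 100% = gossypol at 36 µM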
Target sequence (Q15788 whole entry, looked up, the tested form may be a part): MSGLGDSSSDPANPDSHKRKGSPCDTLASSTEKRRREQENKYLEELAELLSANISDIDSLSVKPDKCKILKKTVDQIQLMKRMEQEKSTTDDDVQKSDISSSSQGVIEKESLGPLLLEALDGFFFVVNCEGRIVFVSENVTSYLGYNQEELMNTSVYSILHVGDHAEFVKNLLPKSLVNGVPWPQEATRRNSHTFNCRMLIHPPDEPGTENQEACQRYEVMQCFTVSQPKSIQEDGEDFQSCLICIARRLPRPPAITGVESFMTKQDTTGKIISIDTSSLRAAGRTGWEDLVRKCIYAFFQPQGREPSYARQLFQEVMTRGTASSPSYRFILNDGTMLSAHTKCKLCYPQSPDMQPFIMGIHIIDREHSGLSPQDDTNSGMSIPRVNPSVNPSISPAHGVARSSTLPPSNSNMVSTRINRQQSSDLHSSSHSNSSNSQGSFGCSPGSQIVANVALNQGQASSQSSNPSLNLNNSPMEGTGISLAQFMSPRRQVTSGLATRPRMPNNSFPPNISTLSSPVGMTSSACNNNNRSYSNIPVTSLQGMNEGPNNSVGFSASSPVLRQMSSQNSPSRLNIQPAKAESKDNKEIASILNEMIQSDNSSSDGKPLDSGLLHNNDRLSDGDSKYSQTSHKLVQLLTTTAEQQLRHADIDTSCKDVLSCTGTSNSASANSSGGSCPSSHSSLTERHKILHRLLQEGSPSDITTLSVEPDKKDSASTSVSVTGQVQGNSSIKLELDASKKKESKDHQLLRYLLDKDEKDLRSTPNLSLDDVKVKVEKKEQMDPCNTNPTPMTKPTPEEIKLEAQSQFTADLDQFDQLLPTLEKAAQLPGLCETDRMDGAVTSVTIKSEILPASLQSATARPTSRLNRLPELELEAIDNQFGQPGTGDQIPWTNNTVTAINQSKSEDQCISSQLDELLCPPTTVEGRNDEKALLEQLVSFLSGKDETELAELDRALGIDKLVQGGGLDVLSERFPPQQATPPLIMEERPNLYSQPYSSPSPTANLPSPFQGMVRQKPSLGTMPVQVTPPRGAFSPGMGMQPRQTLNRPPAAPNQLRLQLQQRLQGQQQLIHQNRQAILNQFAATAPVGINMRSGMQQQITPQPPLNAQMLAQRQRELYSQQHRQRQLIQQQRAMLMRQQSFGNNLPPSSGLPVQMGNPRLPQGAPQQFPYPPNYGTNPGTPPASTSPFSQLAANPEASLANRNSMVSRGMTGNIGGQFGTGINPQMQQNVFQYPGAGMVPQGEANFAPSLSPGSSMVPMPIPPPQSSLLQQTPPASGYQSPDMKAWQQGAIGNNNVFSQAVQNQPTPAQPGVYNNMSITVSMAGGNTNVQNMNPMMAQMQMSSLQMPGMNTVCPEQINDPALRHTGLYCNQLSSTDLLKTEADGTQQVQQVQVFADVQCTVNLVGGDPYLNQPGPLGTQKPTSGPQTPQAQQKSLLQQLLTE
EBV LMP1 NFkB = inhibitors of Epstein-Barr LMP1-induced NF-kappaB reporter | LMP1-induced NF-kappaB luciferase reporter cells, luminescence | inhibition, % at 12.5 µM | AID 504558 | actives 0.69% (n = 350,000); in the data active = inhibition above about 41%;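 note: 0% = neutral control wells and 100% = reference inhibitor control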
SRC3 inh = inhibitors of human steroid receptor coactivator 3 (SRC3); AID 588352; actives 0.17% (n = 360,000); HEK293 GAL4-SRC3 luciferase reporter, luminescence; inhibition, % at 3.6 µM;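 active = inhibition above a per-campaign cutoff, the mean of all compounds plus 3 SD, cut at about 60% in these data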;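 note: 0% = DMSO-treated cells and 100% = gossypol-treated cells at 36 µM; higher means less SRC3-driven luciferase light from the GAL4 reporter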
C8 TRAIL sens = caspase-8 TRAIL sensitization; NB7+C8 cells + TRAIL, ATPlite viability luminescence; inhibition (viability loss, TRAIL sensitization), % at 10 µM; actives 1% (n = 360,000);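 active = compounds causing at least 50% loss of cell viability in the single-dose screen, relative to plate controls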
KKLEB cytotox = reduces viability of KKLEB cystic fibrosis airway cells. KKLEB CF airway cells viability, ATPlite luminescence, overnight; hits give low values; cells stimulated with P. aeruginosa culture filtrate. activity change (cytotoxicity), % at 5 µM. actives 0.36% (n = 360,000). AID 602141;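 active = corrected activity change at or below -50% at 5 µM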
TWEAK Fn14 block = TWEAK-Fn14 signaling inhibition; TWEAK-stimulated Fn14 reporter cells, luciferase luminescence, 8 h; inhibition, % at 10 µM; actives 2% (n = 360,000); in the data active = inhibition above about 50%
LRH-1 inv ag = NR5A2 inverse agonism in reporter assay | actives 0.13% (n = 360,000) | O00482 | AID 602396 | inhibition, % at 3.6 µM | HEK293T StAR-luciferase reporter, LRH-1 transfected, 24 h;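 active = inhibition above the mean inhibition of all tested compounds plus 3 SD, cut at about 73% in these data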;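 note: 0% = DMSO wells and 100% = reporter-only cells lacking LRH-1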
* marks the source's active call; other numbers are inactive results. A portion of the library; rates above refer to the full screens.

How did COc1cccc(Cn2nnc(C(=O)NCCc3ccc(Cl)cc3)c2N)c1 do in these assays?
Shn3 inh set2: -1; TROY signal inh: 8; CF NFkB block: 19; NR2F2 inh: -12; NCOA1 inh: 2; EBV LMP1 NFkB: 5; SRC3 inh: 19; C8 TRAIL sens: 16; KKLEB cytotox: -4; TWEAK Fn14 block: -13; LRH-1 inv ag: 11

Results for CCS(=O)(=O)N1CCC(C(=O)NCc2ccco2)CC1 ?
Shn3 inh set2: -21; TROY signal inh: -24; CF NFkB block: -3; NR2F2 inh: -4; NCOA1 inh: -27; EBV LMP1 NFkB: -2; SRC3 inh: -7; C8 TRAIL sens: -12; KKLEB cytotox: -12; TWEAK Fn14 block: 9; LRH-1 inv ag: 19

How did Fc1cc(Br)cc(F)c1NC(=S)N1CCOCC1 do in these assays?
Shn3 inh set2: -3; TROY signal inh: -25; CF NFkB block: 9; NR2F2 inh: 10; NCOA1 inh: -6; EBV LMP1 NFkB: 2; SRC3 inh: 0; C8 TRAIL sens: -6; KKLEB cytotox: -5; TWEAK Fn14 block: 13; LRH-1 inv ag: 6

Results for Cc1csc2ncc(C(=O)Nc3ccc4c(c3)OCCO4)c(=O)n12 ?
Shn3 inh set2: -34; TROY signal inh: -24; CF NFkB block: -11; NR2F2 inh: -49; NCOA1 inh: -63; EBV LMP1 NFkB: 1; SRC3 inh: -44; C8 TRAIL sens: 8; KKLEB cytotox: 4; TWEAK Fn14 block: -6; LRH-1 inv ag: -16

How did CC(=O)Oc1ccc(-c2nc(-c3cccnc3)no2)cc1 do in these assays?
Shn3 inh set2: -37; CF NFkB block: -12; NR2F2 inh: -15; NCOA1 inh: -68; EBV LMP1 NFkB: 6; SRC3 inh: -73; C8 TRAIL sens: 20; KKLEB cytotox: 1; TWEAK Fn14 block: 10; LRH-1 inv ag: -100

How did O=C(CCS(=O)(=O)c1ccc(Br)cc1)N1CCN(c2ccc(F)cc2)CC1 do in these assays?
Shn3 inh set2: -6; TROY signal inh: -5; CF NFkB block: 8; NR2F2 inh: 2; NCOA1 inh: 6; EBV LMP1 NFkB: 2; SRC3 inh: 2; C8 TRAIL sens: 10; KKLEB cytotox: -17; TWEAK Fn14 block: 6; LRH-1 inv ag: -21

What do the screens show for `COCCn1c(=N)c(C(=O)NCCc2ccccc2)cc2c(=O)n3cccc(C)c3nc21`?
Shn3 inh set2: 11; TROY signal inh: 16; CF NFkB block: -20; NR2F2 inh: -11; NCOA1 inh: 1; EBV LMP1 NFkB: -12; SRC3 inh: 6; C8 TRAIL sens: -3; KKLEB cytotox: -6; TWEAK Fn14 block: -54; LRH-1 inv ag: -4

What do the screens show for `CC(C)(C)C(=O)CNS(=O)(=O)c1ccc(S(=O)(=O)NC2CCCC2)cc1`?
Shn3 inh set2: 29; TROY signal inh: 2; CF NFkB block: 11; NR2F2 inh: 12; NCOA1 inh: 10; EBV LMP1 NFkB: 5; SRC3 inh: 4; C8 TRAIL sens: 2; KKLEB cytotox: 2; TWEAK Fn14 block: -4; LRH-1 inv ag: 11

How did CCCN1C(=O)c2ccccc2NC1c1ccc(Cl)c(Cl)c1 (stereo not drawn) do in these assays?
Shn3 inh set2: -1; TROY signal inh: 4; CF NFkB block: -9; NR2F2 inh: 0; NCOA1 inh: 21; EBV LMP1 NFkB: 8; SRC3 inh: 43; C8 TRAIL sens: -2; KKLEB cytotox: -8; TWEAK Fn14 block: 14; LRH-1 inv ag: 32

What do the screens show for `O=C1Cc2cc(NS(=O)(=O)c3ccc([N+](=O)[O-])cc3)cc3c2N1CCC3`?
Shn3 inh set2: -3; TROY signal inh: -8; CF NFkB block: 4; NR2F2 inh: -4; NCOA1 inh: -14; EBV LMP1 NFkB: 1; SRC3 inh: -5; C8 TRAIL sens: 0; KKLEB cytotox: 0; TWEAK Fn14 block: 10; LRH-1 inv ag: -5

What do the screens show for `O=C(CN1CCN(Cc2ccccc2)CC1)NCc1ccccc1Cl`?
Shn3 inh set2: 0; TROY signal inh: 3; CF NFkB block: -5; NR2F2 inh: -13; NCOA1 inh: 3; EBV LMP1 NFkB: -1; SRC3 inh: -14; C8 TRAIL sens: 7; KKLEB cytotox: 2; TWEAK Fn14 block: 8; LRH-1 inv ag: 2

Results for COc1ccc(/C=N/NC(=O)Cn2c(Cc3ccc(OC)c(OC)c3)nc3ccccc32)cc1OC ?
Shn3 inh set2: -9; TROY signal inh: -2; CF NFkB block: 17; NR2F2 inh: -9; NCOA1 inh: 0; EBV LMP1 NFkB: 10; SRC3 inh: 5; C8 TRAIL sens: 2; KKLEB cytotox: 0; TWEAK Fn14 block: -8; LRH-1 inv ag: -32

What do the screens show for `COCCN(CCOC)C(=O)CSc1ccc(S(=O)(=O)N2CCN(C)CC2)cn1`?
Shn3 inh set2: 11; TROY signal inh: -18; CF NFkB block: -13; NR2F2 inh: 8; NCOA1 inh: -11; EBV LMP1 NFkB: -5; SRC3 inh: -13; C8 TRAIL sens: -11; KKLEB cytotox: 5; TWEAK Fn14 block: 17; LRH-1 inv ag: 11

Results for COc1ccc(S(=O)(=O)N/N=C(/C)c2ccc(C)o2)cc1 ?
Shn3 inh set2: 1; TROY signal inh: 0; CF NFkB block: -10; NR2F2 inh: -1; NCOA1 inh: -31; EBV LMP1 NFkB: -1; SRC3 inh: 17; C8 TRAIL sens: -3; KKLEB cytotox: -2; TWEAK Fn14 block: 7; LRH-1 inv ag: -15

What do the screens show for `O=C(c1ccco1)N1CCN(c2c([N+](=O)[O-])nn(-c3ccc(Cl)cc3)[n+]2[O-])CC1`?
Shn3 inh set2: -6; TROY signal inh: -7; CF NFkB block: 8; NR2F2 inh: 1; NCOA1 inh: -19; EBV LMP1 NFkB: 1; SRC3 inh: 18; C8 TRAIL sens: 0; KKLEB cytotox: 2; TWEAK Fn14 block: -10; LRH-1 inv ag: 1

How did COC(=O)c1ccc(COc2ccccc2/C=C(\C#N)C(=O)Nc2ccc(C)cc2C)cc1 do in these assays?
Shn3 inh set2: -15; TROY signal inh: -6; CF NFkB block: 27; NR2F2 inh: -2; NCOA1 inh: -25; EBV LMP1 NFkB: 0; SRC3 inh: 22; C8 TRAIL sens: 19; KKLEB cytotox: -26; TWEAK Fn14 block: -44; LRH-1 inv ag: -27

How did COc1ccccc1NS(=O)(=O)c1cccc(C(=O)N/N=C/c2ccc3c(c2)OCCO3)c1 do in these assays?
Shn3 inh set2: 69; TROY signal inh: -31; CF NFkB block: -9; NR2F2 inh: -2; NCOA1 inh: -2; EBV LMP1 NFkB: 5; SRC3 inh: 6; C8 TRAIL sens: 0; KKLEB cytotox: -8; TWEAK Fn14 block: -6; LRH-1 inv ag: 14

What do the screens show for `CCN(CC)S(=O)(=O)c1ccc(=O)n(CC(=O)N2CCCc3cc(C)ccc32)c1`?
Shn3 inh set2: -6; TROY signal inh: -14; CF NFkB block: -7; NR2F2 inh: 14; NCOA1 inh: -1; EBV LMP1 NFkB: 0; SRC3 inh: -6; C8 TRAIL sens: 7; KKLEB cytotox: 2; TWEAK Fn14 block: -13; LRH-1 inv ag: 16

What do the screens show for `O=C(Cn1nc(C(F)(F)F)c2c1CCCCC2)N1CCOCC1`?
Shn3 inh set2: 10; TROY signal inh: 11; CF NFkB block: 0; NR2F2 inh: 10; NCOA1 inh: -9; EBV LMP1 NFkB: -1; SRC3 inh: -3; C8 TRAIL sens: 10; KKLEB cytotox: 6; TWEAK Fn14 block: 5; LRH-1 inv ag: -1

What do the screens show for `O=[N+]([O-])c1cccc(S(=O)(=O)/N=C(/Nc2ccccc2)c2ccccc2)c1`?
Shn3 inh set2: 17; TROY signal inh: -20; CF NFkB block: 4; NR2F2 inh: 11; NCOA1 inh: 3; EBV LMP1 NFkB: 2; SRC3 inh: -2; C8 TRAIL sens: -4; KKLEB cytotox: -1; TWEAK Fn14 block: 3; LRH-1 inv ag: 3

Results for O=C(/C=C/c1ccccc1)c1ccc(NC2=NCCCS2)cc1 ?
Shn3 inh set2: -2; TROY signal inh: 11; CF NFkB block: 19; NR2F2 inh: -27; NCOA1 inh: -56; EBV LMP1 NFkB: -22; SRC3 inh: -93; C8 TRAIL sens: 24; KKLEB cytotox: -22; TWEAK Fn14 block: 39; LRH-1 inv ag: -68

What do the screens show for `CC1CCN(C(=O)/C(=C\c2ccccc2)NC(=O)c2ccccc2)CC1`?
Shn3 inh set2: 13; TROY signal inh: 3; CF NFkB block: 8; NR2F2 inh: -5; NCOA1 inh: 10; EBV LMP1 NFkB: 3; SRC3 inh: 5; C8 TRAIL sens: 18; KKLEB cytotox: 6; TWEAK Fn14 block: 29; LRH-1 inv ag: 3

How did Cc1ccc(OCc2nnnn2-c2ccccc2)cc1 do in these assays?
Shn3 inh set2: -7; TROY signal inh: -8; CF NFkB block: -2; NR2F2 inh: -13; NCOA1 inh: 6; EBV LMP1 NFkB: 4; SRC3 inh: -9; C8 TRAIL sens: -2; KKLEB cytotox: 12; TWEAK Fn14 block: 13; LRH-1 inv ag: 26

Results for O=C(CCc1ccccc1)NNC(=O)COc1ccc(Br)cc1 ?
Shn3 inh set2: -2; TROY signal inh: 7; CF NFkB block: 14; NR2F2 inh: 17; NCOA1 inh: -7; EBV LMP1 NFkB: 8; SRC3 inh: 3; C8 TRAIL sens: -13; KKLEB cytotox: -11; TWEAK Fn14 block: 19; LRH-1 inv ag: 5

What do the screens show for `CCOC(=O)C(NC(=O)c1ccc(OC)cc1)(OCC1(CC)COC1)C(F)(F)F` (stereo not drawn)?
Shn3 inh set2: -8; TROY signal inh: 12; CF NFkB block: -2; NR2F2 inh: -13; NCOA1 inh: 12; EBV LMP1 NFkB: 2; SRC3 inh: 2; C8 TRAIL sens: -13; KKLEB cytotox: -4; TWEAK Fn14 block: 12; LRH-1 inv ag: -4

What do the screens show for `COc1ccc(-c2csc(NC(=O)CN3C(=O)CCC3=O)n2)cc1`?
Shn3 inh set2: -2; TROY signal inh: -12; CF NFkB block: -10; NR2F2 inh: -8; NCOA1 inh: 16; EBV LMP1 NFkB: -3; SRC3 inh: -17; C8 TRAIL sens: -11; KKLEB cytotox: 11; TWEAK Fn14 block: -1; LRH-1 inv ag: -13

How did O=C(Nc1ccncc1)C1CCN(S(=O)(=O)c2ccc(Cl)c(C(F)(F)F)c2)CC1 do in these assays?
Shn3 inh set2: -1; TROY signal inh: 17; CF NFkB block: 0; NR2F2 inh: 8; NCOA1 inh: -3; EBV LMP1 NFkB: -4; SRC3 inh: 5; C8 TRAIL sens: 12; KKLEB cytotox: -8; TWEAK Fn14 block: -21; LRH-1 inv ag: -11

What do the screens show for `CSc1nnc(NC(=O)c2ccc(C)c(S(=O)(=O)N3CCOCC3)c2)s1`?
Shn3 inh set2: -11; TROY signal inh: -53; CF NFkB block: 1; NR2F2 inh: -12; NCOA1 inh: -5; EBV LMP1 NFkB: -5; SRC3 inh: 4; C8 TRAIL sens: 15; KKLEB cytotox: 0; TWEAK Fn14 block: -3; LRH-1 inv ag: 6
